Rab9 promoter act: Rab9 promoter activation; AID 485297; hit rate 2.8% among 320,000; Potency, µM (titrated, usually from 9.22 µM), for inactives: at the highest dose activation, negative = inhibition, usual class: activators; Huh7 Rab9 promoter-luciferase reporter, luminescence, 24 h; note: % of control where 0% means no effect; nearly all actives have a fitted effect of over 60% in size
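Using Huh7 cells stably transfected with Rab9 promoter–luciferase, compounds were incubated 24 h at 37 °C, 5% CO2; luciferase luminescence was read 10 min after reagent addition.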
uPA surface inh: inhibitors of cell surface uPA generation; Potency, µM (series often up to 38.3 µM), for the others: at the highest dose activity change, negative = inhibition, actives largely listed as inhibitors; hit rate 0.31% among 330,000; cell surface uPA generation assay, qHTS; active = well fitted inhibition curve with a large enough effect; inconclusive = small, poorly fitted or top-dose-only effect; inactive = no such curve, though single readings can be large or run the other way; tested in mouse RAW 264.7 cells; note: % is set by controls: 0 for no effect and ±100 for the full control effect; nearly all actives have a fitted effect of over 55% in size
FLuc modulator: counter-screen for miR-21 project: firefly luciferase inhibitors or activators. hit rate 6.9% among 360,000. AID 588342. P08659. purified FLuc, Km substrates, luminescence inhibition. Potency, µM (titrated, usually from 57.5 µM), inactives show at the highest dose activity change, negative = inhibition, most hits filed as inhibitors;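 note: plate controls were vehicle for no effect and reference inhibitor for full effect; nearly all actives have a fitted effect of over 55% in size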
Target sequence (P08659 whole entry, looked up): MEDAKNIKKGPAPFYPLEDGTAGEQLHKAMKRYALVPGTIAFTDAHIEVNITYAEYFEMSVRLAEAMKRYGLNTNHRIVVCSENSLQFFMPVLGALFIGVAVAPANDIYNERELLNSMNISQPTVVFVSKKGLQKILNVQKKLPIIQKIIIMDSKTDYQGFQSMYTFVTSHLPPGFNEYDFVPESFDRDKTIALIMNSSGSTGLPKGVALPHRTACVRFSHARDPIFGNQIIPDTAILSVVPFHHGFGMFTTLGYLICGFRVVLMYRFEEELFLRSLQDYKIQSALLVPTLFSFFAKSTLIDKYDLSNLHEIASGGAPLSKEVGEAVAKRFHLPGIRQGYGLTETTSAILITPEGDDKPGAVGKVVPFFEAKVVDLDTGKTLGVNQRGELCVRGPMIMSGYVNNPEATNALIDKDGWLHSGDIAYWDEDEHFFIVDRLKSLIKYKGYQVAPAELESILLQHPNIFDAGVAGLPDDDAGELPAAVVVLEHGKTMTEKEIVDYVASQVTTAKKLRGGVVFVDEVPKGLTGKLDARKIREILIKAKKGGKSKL
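Purified P. pyralis luciferase (10nM final) with 10uM D-luciferin and 10uM ATP (Km levels) in 50mM Tris acetate pH 7.5, 10mM Mg acetate, 0.01% Tween-20, 0.05% BSA; qHTS 6-point titration, ~60 µM downward; luminescence read.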
Gal4-VP16 FLuc: counter-screen for ROR gamma inhibitors: Gal4-VP16 reporter; Drosophila S2 Gal4-VP16 UAS-luciferase, luminescence, 20 h; Potency, µM (titrated, usually from 53.6 µM), inactives show at the top dose activity, negative = inhibition, usual class: inhibitors; hit rate 3.5% among 310,000; AID 2546;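 note: Gal4-VP16 expression switched on by copper sulfate through the metallothionein promoter; % is set by controls: 0 for no effect and ±100 for the full control effect; nearly all actives have a fitted effect of over 50% in size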
p53 reactivation: mutant p53 re-activation in reporter cells; H1299 p53-A138V BP100-luciferase reporter, luminescence, 24 h; Potency, µM (top dose mostly 92.2 µM), inactives show top-dose activity change, positive = activation, most hits filed as activators; hit rate 0.063% among 320,000; note: % of control where 0% means no effect; nearly all actives have a fitted effect of over 45% in size
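p53-null H1299 cells stably carrying temperature-sensitive p53-A138V and a BP100-luciferase reporter were pinned with compounds (4-point, 1:5 series) and held 24 hrs at 37 deg C. Luminescence was read 10 min after detection reagent.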
RORg inh: inhibitors of mouse ROR gamma transcriptional activity; P51450; Drosophila S2 Gal4-RORgamma UAS-luciferase reporter, 20 h; Potency, µM (doses to about 53.6 µM), for the others: at the top dose activity change, negative = inhibition, most hits filed as inhibitors; hit rate 5.4% among 310,000; AID 2551; note: % is set by controls: 0 for no effect and ±100 for the full control effect; nearly all actives have a fitted effect of over 60% in size
Target sequence (P51450 whole entry, looked up, the tested form may be a part): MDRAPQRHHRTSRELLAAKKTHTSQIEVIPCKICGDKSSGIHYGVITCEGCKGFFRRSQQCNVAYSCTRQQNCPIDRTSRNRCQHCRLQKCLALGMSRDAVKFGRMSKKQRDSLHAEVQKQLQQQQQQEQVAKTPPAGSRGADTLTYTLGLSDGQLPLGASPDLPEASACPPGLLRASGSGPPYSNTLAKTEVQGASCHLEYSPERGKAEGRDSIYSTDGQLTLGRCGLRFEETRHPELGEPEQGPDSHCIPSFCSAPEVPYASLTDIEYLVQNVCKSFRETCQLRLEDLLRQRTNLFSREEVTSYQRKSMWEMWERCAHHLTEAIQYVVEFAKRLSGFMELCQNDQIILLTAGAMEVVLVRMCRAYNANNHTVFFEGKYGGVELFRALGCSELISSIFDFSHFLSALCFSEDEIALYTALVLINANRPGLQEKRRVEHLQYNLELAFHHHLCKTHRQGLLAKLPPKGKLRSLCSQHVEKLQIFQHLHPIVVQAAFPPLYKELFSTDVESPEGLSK
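Stably transfected Drosophila Schneider cells are the test system, with ROR gamma fused to Gal4 and luciferase under UAS control; luminescence is read after 20 hr of 700 uM copper sulfate induction at ambient temperature.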
MBNL1 CUG block: inhibitors of human MBNL1 binding to CUG repeat RNA; TR-FRET MBNL1-His/biotin-(CUG)12 binding, 665/545 ratio; AID 2675; Potency, µM (series often up to 57.5 µM), without a hit: at the highest dose activity change, negative = inhibition, most hits filed as inhibitors; Q9NR56; hit rate 0.036% among 280,000; active = well fitted inhibition curve with a large enough effect in the signal ratio, with a control signal flat, not every such curve was filed as active; inconclusive = small, poorly fitted or top-dose-only effect, or effect the other way, or a change in a side signal; inactive = no such curve, though single readings can be large or run the other way; the % refers to the signal ratio; note: % is set by controls: 0 for no effect and ±100 for the full control effect
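TR-FRET between His-tagged MBNL1 and biotin-(CUG)12 RNA, detected with Tb anti-His antibody (0.055 ng/ul) and streptavidin-XL665 (5 nM), 60 min at room temperature. Compounds titrated 92 nM to 58 uM; 665/545 nm ratio normalized to buffer and complex controls.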
BRCA1 expr act: activators of BRCA1 expression; hit rate 1.1% among 380,000; MCF7-BRCA1-FFLuc reporter, luminescence, 48 h; response scale: scaled: vehicle 0%, 10 µM genistein 100%; Potency, µM (titrated, usually from 46.1 µM), for inactives: at the highest dose activation, most hits filed as activators; note: nearly all actives have a fitted effect of over 80% in size; some results filed as inactive show a strong effect at the top dose
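MCF7-BRCA1-FFLuc, 2000 cells/well; 2 h attach, 37 °C/5% CO2; compound 48 h; luciferase substrate 15 min; luminescence end-point. Norm. to genistein 10 microM max activation and DMSO; concentration-response curves fitted.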
ELG1 genotox: genotoxicity induction in ELG1-luciferase HEK293T cells; HEK293T ELG1-luciferase reporter, luminescence, 16 h; Potency, µM (top dose mostly 46 µM), for inactives: top-dose activity change, positive = activation, most hits filed as activators; hit rate 1.3% among 330,000; note: % of control where 0% means no effect; nearly all actives have a fitted effect of over 60% in size
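HEK293T cells expressing luciferase-tagged ELG1 were exposed to compound or DMSO vehicle for 16 hr at 37 °C and 5% CO2. Luciferase activity was then measured with ONE-Glo after 30 min at room temperature.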
NPC1 promoter act: NPC1 promoter activation. Potency, µM (top dose mostly 9.22 µM), for the others: top-dose activation, most hits filed as activators. Huh7 NPC1 promoter luciferase reporter, 24 h. hit rate 2.4% among 320,000;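 note: % of control where 0% means no effect; nearly all actives have a fitted effect of over 60% in size; reporter is driven by a mutant NPC1 promoter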
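Huh7 cells stably carrying NPC1 promoter–luciferase, plated in Opti-MEM with 10% FBS for 2 h, were exposed to compound in DMSO for 24 h at 37 °C; luciferase reagent was added for 10 min and luminescence read.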
MLL CXXC-DNA inh: inhibitors of human MLL CXXC domain-DNA interaction; Q03164; MLL-CXXC / FITC-HOXA9 DNA fluorescence polarization; Potency, µM (titrated, usually from 115 µM), inactives show at the highest dose activity change, negative = inhibition, usual class: inhibitors; hit rate 0.037% among 290,000; active = well fitted inhibition curve with a large enough effect in the polarisation, with a control signal flat, not every such curve was filed as active; inconclusive = small, poorly fitted or top-dose-only effect, or effect the other way, or a change in a side signal; inactive = no such curve, though single readings can be large or run the other way; the % refers to the polarisation
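Steps: dispense CXXC domain solution (7 uM) → pin compounds or unlabeled HOX-A9 DNA control → 5 min ambient → add FLSN-HOX-A9 solution (50 nM) → spin → 30 min ambient → fluorescence polarization. Tris pH 7.5/NaCl/DTT/BSA buffer.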
The depositor's hits bear a star; ? = inconclusive; nt = not tested or not shown; [ ] = dose if it differs, or a comment. Unless noted, calls come from the whole dose curve; as a rule, active = well fitted curve in the direction sought with a large enough effect; inconclusive = small, poorly fitted or top-dose-only effect, or another doubt; inactive = no such curve, though single readings can be large; an effect the other way counts as inactive or inconclusive. Potency is the fitted concentration of half-maximal effect.

molecule | BRCA1 expr act | Gal4-VP16 FLuc | uPA surface inh | FLuc modulator | Rab9 promoter act | MBNL1 CUG block | p53 reactivation | ELG1 genotox | NPC1 promoter act | MLL CXXC-DNA inh | RORg inh
CCc1cccc(C)c1NC(=O)CN1C(=O)NC(Cc2ccccc2)C1=O (configuration not stated) | 2% | -2% | 2% | -3% | -1% | 5% | -5% | 2% | -2% | -3% | 7%
CCC1Oc2ccccc2N(CC(=O)NCCCN2CCC(C)CC2)C1=O (configuration not stated) | -20% | -5% | -2% | 0% | -9% | -10% | -2% | -4% | 1% | 1% | 9%
CCn1c(/C=C/Nc2ccccc2)[n+](CC)c2ccc(Cl)cc21 | -59% | 1% | -2% | 1% | -11% | 17% | 0% | -6% | -1% | -5% | 24%
O=C(Cn1cncn1)N/N=C/c1ccncc1 | 2% | 3% | 0% | -3% | 1% | -3% | -2% | 1% | -5% | 0% | -2%
COc1ccc2cc(C3(C)NC(=O)N(CC(=O)Nc4c(C)n(C)n(-c5ccccc5)c4=O)C3=O)ccc2c1 (configuration not stated) | 0% | -10% | 10% | 6% | -2% | 0% | 10% | 3% | -2% | 6% | 2%
Cc1cc(C)c2c(c1)/C(=c1/sc3n(c1=O)CN(c1ccccc1)CN=3)C(=O)N2 | -1% | 5% | 18% | 2% | -1% | 13% | 2% | 15% | -5% | -20% | -21%
O=C(CCCl)N(Cc1nc2ccccc2c(=O)[nH]1)Cc1cccs1 | -7% | -7% | -2% | -2% | -2% | 0% | 0% | -8% | -2% | 7% | 11µM*
Cn1c(Cc2ccccc2)nnc1SCC(=O)c1cccs1 | 0% | 1% | -3% | 0% | -1% | 10% | 4% | 4% | -2% | 11% | 24%
Cc1cc(C)cc(OCC(=O)N2N=C(C(F)(F)F)CC2(O)C(C)(C)C)c1 (configuration not stated) | -64% | ? | 8% | -1% | 1% | ? | 29% | -5% | -1% | 4% | ?
OC(COc1ccc(CNCc2cccnc2)cc1)CN1CCc2ccccc2C1 (configuration not stated) | 18% | 1% | -7% | 0% | -1% | -1% | -5% | -7% | -4% | -7% | 9%
CCn1c(=N)c(C(=O)NC)cc2c(=O)n3cccc(C)c3nc21 | -7% | -3% | -6% | 3% | 1% | ? | nt | nt | -4% | 13% | -22%
Cc1cc(NS(=O)(=O)c2ccc(NC(=O)C(C)Oc3cc(C)c(Cl)c(C)c3)cc2)no1 (configuration not stated) | -7% | -17% | -1% | 2% | -4% | -4% | 5% | ? | 2% | -12% | ?
CCOC(=O)Cc1csc(NC(=S)NC(=O)c2ccc([N+](=O)[O-])cc2)n1 | -49% | ? | 3% | ? | -2% | nt | -3% | -2% | 0% | -9% | 10µM*
C#CCn1c(=NC(=O)c2ccc(Cl)s2)sc2cccc(OC)c21 | -5% | -17% | 0% | -10% | ? | 15% | 2% | ? | 12% | 17% | 2.2µM*
CCCC(=O)NC(C)c1nc2ccccc2n1C (configuration not stated) | -2% | 4% | 2% | 1% | -2% | -2% | 1% | -10% | 3% | 0% | 4%
Cc1ccc(F)cc1NC(=O)c1c(-c2ccccc2)noc1C | 0% | 2% | -15% | 1% | 1% | -2% | -2% | -3% | 0% | -2% | -22%
NC(=O)C1(N2CCCCC2)CCN(Cc2ccc(F)cc2)CC1 | 1% | 0% | nt | -1% | 0% | -3% | 3% | 1% | -1% | 17% | ?
CCCOc1ccc(/C(O)=C2/C(=O)C(=O)N(CCCn3ccnc3)C2c2ccco2)cc1 (configuration not stated) | 4% | 5% | 0% | -9% | 12% | ? | 4% | 4% | 5% | -14% | -30%
CCc1nnc(NC(=O)c2ncc(Cl)c(Cl)c2Cl)s1 | -2% | 4µM* | 6% | 6% | 8% | 4% | 17% | -1% | 20% | 9% | 3.2µM*
O=C(CCCSc1nc2ccccc2[nH]1)NC1CCCCC1 | -9% | 1%[10 µM] | -5% | 5% | -9% | -14% | 0% | -8% | -1% | 12% | -1%

molecule | BRCA1 expr act | Gal4-VP16 FLuc | uPA surface inh | FLuc modulator | Rab9 promoter act | MBNL1 CUG block | p53 reactivation | ELG1 genotox | NPC1 promoter act | MLL CXXC-DNA inh | RORg inh
CCCCC(=NCCc1c(C)[nH]c2ccccc12)C1=C(O)CC(c2ccccc2)CC1=O (configuration not stated) | -41% | -5% | -14% | -5% | -24% | -13% | 5% | -18% | -36%[inhibitor] | -1% | ?
CC1(C)CC(=O)C(CC2=C(N)CC(C)(C)CC2=O)=C(N)C1 | 0% | 2% | -14% | 2% | -3% | -5% | 0% | 1% | 9% | 8% | -1%
CCOC(=O)c1c(CC(C)C)csc1NC(C)=O | -9% | 6% | 4% | 4% | 10% | -9% | -5% | ? | 0% | -3% | -5%
O=c1[nH][nH]c(-c2ccccc2)c1C=Nc1ccc(C(F)(F)F)cc1 | -17% | 0% | 15% | 1% | 3% | 3% | 2% | 9% | -6% | 14% | -1%
Cc1ccc(C)c(N2CCN(C(c3ccncc3)c3nnnn3Cc3ccccc3)CC2)c1 (configuration not stated) | -18% | 3% | -5% | 3% | 2% | 22% | 10% | -3% | 1% | 3% | -9%
COc1ccc(N(C)S(=O)(=O)c2cccc(C(=O)Nc3cccc(C(=O)NC4CC4)c3)c2)cc1 | -31% | nt | -6% | 1% | -5% | nt | -8% | -5% | -1% | nt | nt
COc1cccc(/C=C/C(=O)OCC(=O)c2c[nH]c3ccccc23)c1OC | -36% | -9% | 4% | -11% | 1% | ? | -6% | 0% | -2% | -18% | -43%
Cc1ccccc1N1CC(C(=O)Nc2ccc3c(c2)OCO3)CC1=O (configuration not stated) | 20% | 10% | 5% | ? | 11% | 2% | 17% | 9% | 2% | -2% | 19%
COc1cccc(NC(=O)NC2CC(=O)N(c3ccc4c(c3)OCCO4)C2)c1 (configuration not stated) | 5% | nt | 0% | 0% | -3% | nt | -4% | 0% | -4% | nt | nt
CC1=CC(C#N)(C#N)C(C#N)(C#N)C(c2ccccc2)N1 (configuration not stated) | nt | 1% | nt | 1% | 8% | 23% | 6% | 2% | 1% | 40µM* | -14%[10 µM]
NC(=O)c1cc([N+](=O)[O-])ccc1NCCN1C(=O)c2ccc(C(=O)O)cc2C1=O | 13% | -7% | -2% | -2% | -12% | ? | 10% | 0% | -4% | 3% | 1%
COc1ccc(Cl)cc1S(=O)(=O)N1CCCC(C(=O)N2CCCC2)C1 (configuration not stated) | -18% | 6% | -1% | 5% | 0% | -6% | -9% | -3% | -1% | 0% | -1%
N#C/C(=C\c1cn(CCOc2ccccc2)c2ccccc12)C(=O)NCc1cccs1 | -24% | -30% | 3% | 13% | -8% | nt | 6% | 1% | -2% | -4% | 0%
COc1cc(NC(=O)c2ccc(N)nc2)cc(C(=O)Nc2cccc(C(F)(F)F)c2)c1 | ? | -3% | -10% | 7.6µM* | 3% | 6% | 0% | 7% | 2% | -4% | 11%
O=C(Nn1cnnc1)C(c1ccccc1)c1ccccc1 | -17% | -26% | 5% | -1% | -7% | 0% | 6% | 0% | -3% | -7% | 5%
COc1ccc(-c2noc(N3CCC(C(=O)Nc4ccccc4OC)CC3)n2)cc1 | 20% | -17% | -4% | ? | 24% | 5% | 10% | 0% | -5% | nt | -2%
CC(=O)c1ccc(NC(=O)CN2CCC(C(=O)c3ccc(F)cc3)CC2)cc1 | -12% | 1% | -27% | 1% | -2% | 7% | -2% | -5% | -7% | 2% | 2%
CNC(=O)c1nn(-c2ccc(Cl)cc2)ccc1=O | -22% | -4% | -3% | 0% | 4% | 15% | 11% | 0% | -1% | -5% | -13%
C/C(N)=C(/C#N)C(=O)COC(=O)CNC(=O)c1ccc(Cl)cc1Cl | -1% | 4% | 2% | ? | 3% | -13% | 5% | 2% | 2% | -1% | 7%
Fc1ccccc1CSc1nnc(-c2ccccc2)o1 | 4µM* | -21% | -4% | 4.8µM* | 3.2µM* | -4% | ? | 8.2µM* | 2.5µM* | 1% | -3%
COc1ccc(C(=O)OC(C)C(=O)Nc2cc(C(F)(F)F)ccc2Cl)c(OC)c1OC (configuration not stated) | -54% | ? | 1% | 2% | -3% | 10% | -9% | -4% | -3% | 16% | 4%
CC(=O)O[C@H]1CC[C@H]2[C@@H]3CCc4cc(O)ccc4[C@H]3CC[C@]12C | -48% | ? | -18% | -5% | -4% | -6% | -6% | -1% | 0% | 7% | -13%
C/C(=N/NC(=O)C1CCCC1)c1ccc(NC(=O)C(F)(F)F)cc1 | nt | 11% | nt | 8% | 1% | 4% | ? | 6% | 7% | 15% | 9%

Compound activity from PubChem.

Some of the compounds tested. The share of hits here may be higher or lower than overall.
